# D1 mod: allosteric modulators of human D1 dopamine receptor. AID 641. P21728. actives 5.9% (n = 58,000). HEK293 D1, CRE-luciferase, dopamine EC30 potentiation; actives deviate in either direction. B-score at 10 µM;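 active means luminescence count or its row- and column-corrected plate score outside the 99.7% band of the plate's sample wells, on either side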
# Target sequence (P21728 whole entry, looked up): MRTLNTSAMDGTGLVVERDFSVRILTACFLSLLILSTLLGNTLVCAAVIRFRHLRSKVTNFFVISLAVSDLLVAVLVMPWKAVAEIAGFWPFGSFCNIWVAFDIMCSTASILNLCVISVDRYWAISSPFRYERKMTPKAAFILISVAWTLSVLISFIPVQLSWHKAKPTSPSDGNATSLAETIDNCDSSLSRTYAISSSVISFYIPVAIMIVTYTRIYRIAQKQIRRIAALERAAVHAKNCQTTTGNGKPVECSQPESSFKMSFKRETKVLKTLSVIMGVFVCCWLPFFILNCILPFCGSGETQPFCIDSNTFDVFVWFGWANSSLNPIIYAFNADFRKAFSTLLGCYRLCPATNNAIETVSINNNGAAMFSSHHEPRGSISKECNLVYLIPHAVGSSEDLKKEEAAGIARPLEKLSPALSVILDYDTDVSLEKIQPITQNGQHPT
# Hsp90 block: displaces geldanamycin probe from tumor Hsp90; P07900; NCI-N417 lysate Hsp90, Cy3B-geldanamycin FP displacement; inhibition, % at 30 µM; actives 0.35% (n = 64,000); AID 429;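 active means inhibition above 50%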;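 further: 0% = tracer plus lysate wells and 100% = tracer alone without lysate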
# NADH enzymes: blocks coupling enzymes of NAD/NADH assays; coupled PK/LDH NADH assays, four targets; IC50, µM (series often up to 10 µM), for inactives: at the highest dose inhibition; actives 0.02% (n = 65,000); AID 774;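 active means single-dose screening hits from any of four coupled enzyme assays that gave an IC50 when retested across doses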;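 further: the DPM-DC format reads NADH fluorescence rather than 340 nm absorbance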
# Her2 expr inh: Her2 kinase expression inhibition; P04626; SKBR-3 HER2 protein level, AlphaScreen, 18-24 h; active compounds read low; HER2 level % of control, % at 10 µM; actives 0.69% (n = 65,000); AID 645;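 active means HER2 level under 5% of the carrier-only control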;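 further: 100% = DMSO carrier and 0% = 500 nM PU-H71 HSP90 inhibitor; lower value means stronger loss of Her2 protein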
# M1 antag: M1 muscarinic receptor (rat) antagonism; actives 3.4% (n = 64,000); CHO-M1 cells, Fluo-4 calcium, ACh EC80 antagonist mode; active compounds read low; P08482; AID 628; B-score at 10 µM;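 active means calcium fluorescence response, raw or row-and-column corrected B-score, differing from the plate sample mean either way at a set confidence level, mostly lower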
# Target sequence (P08482 whole entry, looked up): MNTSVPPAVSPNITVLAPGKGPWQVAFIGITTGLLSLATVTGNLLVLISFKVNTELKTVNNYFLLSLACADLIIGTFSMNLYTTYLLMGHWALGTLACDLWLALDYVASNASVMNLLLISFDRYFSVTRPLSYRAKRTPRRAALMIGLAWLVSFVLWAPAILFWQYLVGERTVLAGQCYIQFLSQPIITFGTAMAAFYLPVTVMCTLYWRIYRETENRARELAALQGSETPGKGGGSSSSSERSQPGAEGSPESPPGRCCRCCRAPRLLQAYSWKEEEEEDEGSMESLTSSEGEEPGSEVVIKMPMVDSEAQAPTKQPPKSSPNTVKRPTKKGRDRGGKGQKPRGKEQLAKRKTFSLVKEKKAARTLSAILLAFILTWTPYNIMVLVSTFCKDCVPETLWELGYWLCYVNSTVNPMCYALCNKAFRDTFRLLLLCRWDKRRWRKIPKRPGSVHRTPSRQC
# Autofluor 339: intrinsic fluorescence of library compounds, ex339/em460 – biochemical, MLSMR library, data from DPM-DC assay, artefact control, profiling panel; compound autofluorescence, ex339/em460 nm, NADH buffer; active compounds read high; 1 = no-compound wells, NADH background; fluorescence fold increase at 10 µM; actives 5.5% (n = 65,000);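 active means at 10 µM, mean starting fluorescence two-fold or more over control wells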;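 further: signal is the first read of a kinetic run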
# M1 agonist: M1 muscarinic receptor agonism; CHO-M1 cells, Fluo-4 calcium fluorescence, agonist mode; active compounds read high; B-score at 10 µM; actives 3% (n = 64,000); AID 626;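 active means fluorescence rise, raw or as B-score row- and column-corrected plate score, outside the 99.7% band of its plate's samples, either direction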
# 5HT1a ag: 5-HT1a (human) receptor agonism. CHO 5-HT1a Ga15 NFAT-bla reporter, FRET ratio; 0% basal, 100% maximal reference agonist. actives 0.56% (n = 65,000). activation, % at 10 µM;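 active means activation above the screen-wide mean activation plus 3 SD, cut at about 19% in these data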;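 further: 0% = DMSO wells and 100% = 5-CT at EC100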
# E coli RNAP: blocks E. coli RNA polymerase transcription; fluorescence transcription assay; inhibition, %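 (tested at 10 µM)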; actives 0.2% (n = 62,000); in the data active means inhibition above about 20%;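 further: 0% = enzyme without compound and 100% = no enzyme blank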
# The depositor's hits bear a star; . = not tested or not shown; & = joins results of further samples; [ ] = another dose, or the depositor's remark.
SMILES,D1 mod,Hsp90 block,NADH enzymes,Her2 expr inh,M1 antag,Autofluor 339,M1 agonist,5HT1a ag,E coli RNAP
CCCCC(C(=O)O)C(C)CC(=O)Nc1ccn(-c2ccccc2)n1 (centres undefined),-0.65,0,3%,90,0.074,1.1,-1,-6.7,7
O=C(COc1ccc(S(=O)(=O)NCc2ccccc2)cc1)NCC1CCCO1 (centres undefined),-0.045,-2,2%,104,0.66,1,1.6,-2.7,.
CCC12CN3CC(CC)(CN(C1)C3c1c(O)ccc3ccccc13)C2=O (centres undefined),.,-8,0%,93,0.45,1.1,0.44,-2.0,8
CC(=O)Nc1ccc(NC(=O)N2CCCCC2)cc1,.,1,5%,120,.,1.1,.,0.0,-5
Cc1c(C(=O)N2CCOCC2)oc2ccc(S(=O)(=O)N3CCCC3)cc12,1.2,1,3%,88,0.34,0.64,-0.27,3.2,-3
O=C(COc1ccccc1)Nc1ccc(S(=O)(=O)NCc2ccco2)cc1,0.95,-5,11%,86,-0.52,1.1,1.1,-1.2,4
COc1ccc(NC(=O)CN2C(=O)CC(C)(C)S(=O)(=O)c3ccccc32)cc1,-0.056,11,1%,94,0.52,1.1,-0.82,0.1,-1
Cc1ccc(C2CC(c3cccc(Br)c3)Nc3nnnn32)cc1 (centres undefined),-1,0,3%,90,-0.77,1,-1.7,-3.4,10
N#Cc1c(NC(=O)c2ccc(Cn3cc(Br)cn3)o2)sc2c1CCCCCC2,0.18,-22,5%,83,-0.11,1.8,0.17,-0.3,1
Cc1c(C(=O)Nc2ccc(F)cc2)oc2ccc(S(=O)(=O)N3CCCC3)cc12,-0.19,-2,7%,64,0.61,1.1,0.26,0.4,8
Cn1c(=O)c2c(ncn2Cc2cccc(Cl)c2)n(C)c1=O,.,0,4%,93,0.054,1,-1.2,-1.3,-1
CC(C(=O)N(C1CC1)C1(C(=O)Nc2ccccc2)CCCC1)N1C(=O)c2ccccc2C1=O (centres undefined),-0.92,-4,4%,83,0.68,1.1,-0.51,-0.2,10
COc1ccc(C(=O)N(c2ccccc2)C2C=CS(=O)(=O)C2)cc1 (centres undefined),.,-2,11%,143,0.24,1,0.94,-2.7,4
O=C(Nc1ccon1)C(Sc1ccccc1)c1ccccc1 (centres undefined),.,-1,5%,112,-0.39,1.1,-0.51,-2.3,-1
CC1CN(C2CCN(C(=O)c3ccccc3)CC2)CC(C)O1 (centres undefined),-0.54,-1,12%,113,0.025,1.1,-0.4,-2.1,6
COc1cc(OC)c(C2SCCN2S(=O)(=O)c2ccc(F)cc2)cc1OC (centres undefined),-1,-4,3%,91,0.037,1.1,0.81,-1.4,4
Cc1[nH]n2c(=O)cc(Cc3ccccc3)nc2c1C#N,-0.2,-2,3%,92,-0.21,1,-1.7,-2.1,9
COC(=O)C1C(=O)c2c([nH]c(C(=O)OCC3CCCO3)c2C)CC1C (centres undefined),.,0,2%,90,0.0014,1.1,-0.91,1.2,1
CC(/C=C/c1ccc(Cl)o1)=C\C(=O)O,.,-2,11%,116,0.64,1,0.077,-0.3,6
COc1ccc2oc(C(=O)C3CC3)c(N)c2c1,1.4,1,10%,82,-0.79,2.1*,-0.086,-1.2,6
Cc1cc(Nc2nc3c(c(=O)n(C)c(=O)n3C)n2C)n(-c2ccc(Cl)cc2)n1,.,.,4%,69,1.1,1.1,-0.057,0.0,5
COc1ccc(CCN(Cc2cc3cc(C)ccc3[nH]c2=O)C(=O)N2CCCC2)cc1OC,9.1*,-4,4%,79,0.5,1.2,1,1.8,6
O=C1CC(N2CCN(c3ccc(S(=O)(=O)N4CCCC4)cc3)CC2)C(=O)N1c1ccc(F)cc1 (centres undefined),-0.41,-2,3%,99,-0.67,1.1,-2.5,2.2,11
O=C1c2ccccc2C(=O)N1CCCc1nc(-c2ccccn2)no1,0.24,-3,9%,174,2,1.1,-0.15,0.6,5
COc1cccc(-n2c(C)nc3c(cnn3-c3ccc(Cl)cc3)c2=O)c1,0.42,3,3%,97,-1.7,1,-2.1,-0.1,-3

# Next section
SMILES,D1 mod,Hsp90 block,NADH enzymes,Her2 expr inh,M1 antag,Autofluor 339,M1 agonist,5HT1a ag,E coli RNAP
Cc1ccc2oc(=O)c3cc(C(=O)NCCN4CCN(C)CC4)sc3c2c1,-0.027,-2,9%[fluoresces],115,-1.1,2.2*,-0.76,0.6,4
O=C(O)CCC(=O)N1CCOc2ccc(Cl)cc21,.,1,9%,150,0.024,1.1,-0.48,-2.3,5
NC(=O)c1nsc(C(=O)N(CC(=O)NCc2ccc3c(c2)OCO3)C2CCCCC2)c1N,-2.5,1,6%,89,-0.32,2.9*,1.9,-0.7,6
COC(=O)c1c(NC(=O)c2nc3ncccn3n2)sc(C(=O)N(C)C)c1C,1.3,-3,9%,86,-0.054,1.1,-0.027,-2.9,-4
O=C(c1ccc2c(c1)OCCO2)N1CCCCC1,-0.21,-5&-3,3%,102,-0.15,1,-0.26,-2.1,6
COc1ccccc1NC(=O)C1=C(C)Nc2nc(-c3cccs3)nn2C1c1cccnc1 (centres undefined),-0.74,-2,6%,111,0.37,1.1,0.4,0.9,1
COc1cccc(CN2C(=O)CCC2(C)C(=O)NC2CCCCCC2)c1 (centres undefined),.,0,4%,115,0.002,1.1,0.18,1.2,-2
Cc1ccc(C(C)n2cc(C(=O)NCCN3CCN(C)CC3)nn2)cc1 (centres undefined),0.46,-1,3%,72,-0.022,1.1,-0.29,0.9,6
CCOc1ncccc1C(=O)OCCN1C(=O)c2ccccc2C1=O,2.6,-5,3%,107,-0.23,1.2,0.13,-1.7,1
CCCC(=O)NCCCc1nc2ccccc2n1CC,-0.48,-2,4%,87,0.021,1.1,-0.094,-2.4,1
CCNc1nc(SCCOc2ccccc2)nc(N(C)C)n1,1.2,3,3%,104,1.1,1.1,-1.3,-3.7,7
Cc1cccc(OCc2nnc(SCC(=O)N3CCN(C(=O)c4ccco4)CC3)n2C)c1C,-0.0093,-5,8%,98,-0.44,1.1,0.096,-3.4,.
CC(=NCCc1ccccc1)C1=C(O)CSC1=O,0.041,-10,3%,67,0.87,1.1,-1.8,-0.9,7
Cc1cc(C(F)(F)F)nn1CC(=O)Nc1cccnc1,.,-1,5%,92,0.68,1.1,0.066,-1.5,12
Cc1nc(SCC(=O)Nc2cc(C)on2)c2c(=O)n(C)c(=O)n(C)c2n1,.,-2,1%,99,0.083,1.1,0.78,-4.0,5
O=C(CN1CCOCC1)Nc1nc(-c2ccc3c(c2)CCN3S(=O)(=O)c2ccccc2)cs1,-0.91,2,9%,75,0.091,1.2,-0.91,0.9,7
O=C(NCC1OCCc2ccccc21)c1ccco1 (centres undefined),0.26,-4,5%,39,0.22,1.1,-1.8,-3.0,4
CCOC(=O)CN(C(=O)Cn1nnc2ccccc21)C(C(=O)NCCOC)c1ccccc1 (centres undefined),0.013,-3,0%,65,0.031,1.1,0.43,1.9,12
COc1cccc(NC(=O)C2CCN(S(C)(=O)=O)CC2)c1,-0.29,3,9%,82,0.3,1.1,-0.0011,-2.4,-8
CCCc1nc(NC(C)=O)c(C#N)c(-c2ccco2)c1CC,1,-28,5%,144,0,1.7,-0.87,2.3,5
CCOc1ccccc1NC(=O)Cn1cnc2c(nnn2-c2cccc(OC)c2)c1=O,0.34,-3,1%,88,0.73,1.1,0.53,-0.7,1
COc1ccc(C(=O)NCCc2nnc(SCC(=O)Nc3ccccc3)n2C)cc1,-0.52,-2,2%,101,-0.18,1.1,-0.97,-3.7,3
COc1ccccc1S(=O)(=O)Cc1ccc(C(=O)N2CCN(c3ccc(C)cc3)C(C)C2)o1 (centres undefined),-2.8*,2,3%,65,-1.8,1,3.3,-1.1,7
COc1cccc(CNc2ccc(F)c(Cl)c2)c1O,0.43,3,5%,137,0.12,1.1,-0.87,-0.2,4
Cc1nc2ccccn2c1/C(O)=C1\C(=O)C(=O)N(CCN2CCOCC2)C1c1cccs1 (centres undefined),0.73,-10,2%,57,-0.049,0.99,-0.64,-0.7,8

# An excerpt from above in order of number of heavy atoms, ascending.
SMILES,D1 mod,Hsp90 block,NADH enzymes,Her2 expr inh,M1 antag,Autofluor 339,M1 agonist,5HT1a ag,E coli RNAP
COc1cccc(NC(=O)C2CCN(S(C)(=O)=O)CC2)c1,-0.29,3,9%,82,0.3,1.1,-0.0011,-2.4,-8
CCOc1ncccc1C(=O)OCCN1C(=O)c2ccccc2C1=O,2.6,-5,3%,107,-0.23,1.2,0.13,-1.7,1
Cc1ccc2oc(=O)c3cc(C(=O)NCCN4CCN(C)CC4)sc3c2c1,-0.027,-2,9%[fluoresces],115,-1.1,2.2*,-0.76,0.6,4
COc1ccc(C(=O)NCCc2nnc(SCC(=O)Nc3ccccc3)n2C)cc1,-0.52,-2,2%,101,-0.18,1.1,-0.97,-3.7,3
Cc1nc2ccccn2c1/C(O)=C1\C(=O)C(=O)N(CCN2CCOCC2)C1c1cccs1 (centres undefined),0.73,-10,2%,57,-0.049,0.99,-0.64,-0.7,8
Cc1cccc(OCc2nnc(SCC(=O)N3CCN(C(=O)c4ccco4)CC3)n2C)c1C,-0.0093,-5,8%,98,-0.44,1.1,0.096,-3.4,.

# The list goes on.
SMILES,D1 mod,Hsp90 block,NADH enzymes,Her2 expr inh,M1 antag,Autofluor 339,M1 agonist,5HT1a ag,E coli RNAP
Cc1ccc2oc(-c3ccc(NC(=O)CC(C)C)cc3)nc2c1,-0.53,-1,3%[fluoresces],85,0.078,2.2*,0.56,0.8,6
O=C(O)c1ccccc1C(=O)c1cccs1,-1.3,.,3%,.,-0.77,1.1,-2.2,-1.9,11
CCCCn1c(-c2cc(Cl)ccc2OC)n[nH]c1=S,0.67,0,14%,115,-0.28,1.1,1.6,-2.1,12
CCCS(=O)(=O)N1CCN(C(=O)c2ccc(-c3ccccc3)cc2)CC1,-0.2,.,3%,94,.,1,.,.,-3
COc1ccccc1NC(=O)CN1CCN(CC(=O)Nc2ccc(OCc3ccccc3)cc2)CC1,-0.34,-2,2%,88,-0.53,1.1,2.3,2.1,4
CCOC(=O)CN1CC23C=CC(O2)C(C(=O)Nc2ccc(C(C)=O)cc2)C3C1=O (centres undefined),0.61,-1,4%,92,0.18,1,-0.69,1.7,5
CCOc1ccc(N(CC(=O)NCc2cccc(OC)c2)S(=O)(=O)c2c(C)noc2C)cc1,-0.064,-2,5%,104,0.73,1,0.24,0.1,3
O=c1c2cccnc2[nH]c(=S)n1CCCN1CCN(c2ccccc2F)CC1,.,-3,6%,88,2.1,1,-0.14,2.3,2
COCCNC(=O)C(c1ccc(C)o1)N(Cc1ccc(F)cc1)C(=O)Cn1nnc2ccccc21 (centres undefined),.,-2,3%,70,0.1,1,-0.2,-0.9,8
CCCNS(=O)(=O)c1ccc2c(c1)CCCN2C(C)=O,-1.4,0,8%,140,-0.008,1.1,1.1,-1.4,5
O=C1CC(c2ccco2)Sc2nc3ccccc3n21 (centres undefined),1.7,-8,3%,87,0.3,1.1,-0.29,-1.9,5
CC1(C)C2CCC1(CS(=O)(=O)N1CCCc3ccccc31)C(=O)C2 (centres undefined),0.56,-3,8%,85,0.31,1.1,0.33,1.4,0
O=C(NCc1cccnc1)C1c2ccccc2C(=O)N1C1CCCCCC1 (centres undefined),-0.12,0,5%,84,0.17,1.1,0.74,-1.1,-2
COCCOC(=O)c1[nH]c2c(c1C)C(=O)CC(c1cc(OC)ccc1OC)C2 (centres undefined),0.13,-1,2%,70,0.67,1.1,0.44,-0.5,3
O=C(c1cn(-c2ccccc2)nc1-c1ccncc1)N1CCCCC1,0.02,-4,2%,88,-0.22,1.1,-0.0045,0.3,8
O=C(NCc1ccccn1)c1cc(S(=O)(=O)N2CCN(c3ccccc3)CC2)ccc1Cl,-1.9,-2,1%,94,0.0085,1.1,-0.75,-2.7,3
CCCCOP(=O)(c1ccc(N(C)C)cc1)C(O)c1ccccc1F (centres undefined),-0.076,-2,2%,105,1.5,1.1,0.97,0.0,9

# Source: PubChem
